# Bioassay records as filed in PubChem.
# ARFGAP1 inh: rat ARFGAP1 inhibition | Arfgap1-stimulated ARF1 GTP hydrolysis, GDP FP detection | Q62848 | AID 651572 | inhibition, % at 16.5 µM | 360,000 compounds, 0.26% hits;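 active means inhibition above a per-plate limit, mean inhibition of low control wells plus 3 SD, cut at about 25% in these data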;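 further: 0% = DMSO wells with enzyme and 100% = wells lacking Arfgap1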
# Target sequence (Q62848 1-136 limits assumed): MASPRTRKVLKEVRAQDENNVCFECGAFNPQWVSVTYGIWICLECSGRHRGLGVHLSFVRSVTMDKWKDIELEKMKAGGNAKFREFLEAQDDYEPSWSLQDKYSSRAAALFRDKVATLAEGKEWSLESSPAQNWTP
#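 Assay system: purified rat His6-Arfgap1 residues 1-136 (GAP domain); Reagent: human Δ17 ARF1 bound to GTP; Dosing: 16.5 µM single point, 1.26% DMSO; Times: GTP hydrolysis reaction 2 h at 25 °C; Signal: FP, GDP Alexa 633 tracer displaced from anti-GDP antibody, 620/688 nm; Measure: % inhibition from polarization.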
# ASAP1 GAP inh: blocks human ASAP1-stimulated Arf1 GTP hydrolysis; AID 624377; inhibition, % at 16.5 µM; GDP FP detection; Q9ULH1; 360,000 compounds, 0.19% hits; in the data active means inhibition above about 25%;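 further: 0% = vehicle with enzyme and substrate and 100% = no enzyme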
# Target sequence (Q9ULH1 325-724 limits assumed): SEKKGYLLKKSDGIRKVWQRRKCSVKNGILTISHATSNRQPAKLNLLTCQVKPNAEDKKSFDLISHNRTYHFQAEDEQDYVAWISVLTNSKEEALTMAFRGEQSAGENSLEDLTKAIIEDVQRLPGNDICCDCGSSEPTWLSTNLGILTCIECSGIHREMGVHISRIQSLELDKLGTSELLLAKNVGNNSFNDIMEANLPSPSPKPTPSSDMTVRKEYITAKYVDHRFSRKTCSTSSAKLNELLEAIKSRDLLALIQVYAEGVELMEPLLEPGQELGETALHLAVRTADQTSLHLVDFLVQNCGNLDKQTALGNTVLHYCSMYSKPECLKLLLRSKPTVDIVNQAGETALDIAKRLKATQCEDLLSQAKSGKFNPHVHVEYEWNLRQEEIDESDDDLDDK
# LEDGF integ inh: blocks HIV-1 LEDGF/p75-dependent DNA integration | 370,000 compounds, 0.64% hits | TR-FRET IN-LEDGF/p75 DNA integration, Eu/Cy5 | inhibition, % at 3.7 µM | AID 743269;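 active means inhibition above the screen-wide mean plus 3 SD, cut at about 13% in these data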;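 further: signal is the Cy5 over europium emission ratio at 671 and 618 nm; 0% = plate median of compound wells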
# Tn6 DDE FP: DD(E)-Tn6 binding inhibition, primary FP screen. P02675. Fibrin DD(E) TRITC-Tn6 fluorescence polarization displacement. inhibition, % at 8.3 µM. 370,000 compounds, 0.21% hits. AID 720509;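 active means inhibition above a per-campaign cutoff: mean of compounds within control limits plus 3 SD, cut at about 15% in these data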;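 further: 0% = median of all compound wells on the plate and 100% = blocking peptide control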
# ADAM17 inh: inhibits human ADAM17; recombinant ADAM17, EDANS/DABCYL FRET peptide cleavage; 370,000 compounds, 0.83% hits; AID 720648; inhibition, % at 6.95 µM; P78536;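 active means inhibition above the mean of compounds lying between control limits plus 3 SD, set per campaign, cut at about 8.5% in these data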;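 further: 0% = DMSO-only wells as the low control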
# PLCg1 inh: blocks human PLC-gamma1 enzyme activity | P19174 | purified PLC-gamma1, fluorogenic substrate, fluorescence | inhibition, % at 12.2 µM | 370,000 compounds, 0.84% hits | AID 720700; in the data active means inhibition above about 9.5%
# proKLK7 act: activates the human kallikrein-7 zymogen | activation, % at 7 µM | P49862 | purified proKLK7, EDANS-DABCYL substrate fluorescence; 100% is mature enzyme control, 0% vehicle | 370,000 compounds, 0.9% hits;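 active means activation above the mean of all tested compounds plus 3 SD, computed per campaign excluding outliers beyond control limits, cut at about 13% in these data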
# DDE Tn7 FP inh: inhibitors of Tn7 peptide binding to human fibrin DD(E). P02675. FP displacement of FITC-Tn7 peptide from fibrin DD(E); 0% = median of compound wells per plate. inhibition, % at 8.3 µM. 370,000 compounds, 0.13% hits;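 active means inhibition above the mean of compounds falling within the control limits plus 3 SD of them, cut at about 14% in these data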;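 further: 0% = plate median of compound wells and 100% = 10 µM Aha-Tn7 peptide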
#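 Assay system: Fibrin-DD(E) protein isolated from polymerized human fibrin clots; read-out basis: percent inhibition; medium: Tris/NaCl/CaCl2 buffer, pH 7.8; signal: FP measurement; incubation: 10 min plus 3 h, room temperature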
# ADAM10 inh: ADAM10 inhibition, QFRET primary screen | AID 720582 | inhibition, % at 7 µM | recombinant ADAM10, EDANS/DABCYL FRET peptide cleavage, 3 h | 370,000 compounds, 0.62% hits;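 active means inhibition above a per-campaign cutoff equal to the mean of compounds falling between control-based bounds plus 3 SD, cut at about 20% in these data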;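 further: 0% = DMSO wells while the 100% control is not disclosed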
# Target sequence (O14672 214-748 limits assumed): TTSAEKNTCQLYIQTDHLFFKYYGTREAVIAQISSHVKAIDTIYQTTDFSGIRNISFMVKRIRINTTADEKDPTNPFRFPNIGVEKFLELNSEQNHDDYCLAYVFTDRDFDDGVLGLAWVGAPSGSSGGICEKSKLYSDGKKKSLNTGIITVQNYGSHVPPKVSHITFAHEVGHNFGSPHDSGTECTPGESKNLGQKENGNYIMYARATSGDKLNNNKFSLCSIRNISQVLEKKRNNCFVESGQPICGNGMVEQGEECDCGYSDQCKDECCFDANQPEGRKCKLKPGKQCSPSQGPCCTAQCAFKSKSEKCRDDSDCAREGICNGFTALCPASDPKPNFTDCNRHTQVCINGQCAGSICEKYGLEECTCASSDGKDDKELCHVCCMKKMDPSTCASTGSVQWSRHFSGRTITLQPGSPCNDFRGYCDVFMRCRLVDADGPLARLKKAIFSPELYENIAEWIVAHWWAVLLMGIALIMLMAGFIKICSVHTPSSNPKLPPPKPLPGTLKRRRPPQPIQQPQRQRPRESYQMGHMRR
# TDP2 absorb: TDP2 (human) inhibition, absorbance primary screen; inhibition, % at 12.8 µM; 370,000 compounds, 0.34% hits; AID 720702; recombinant TDP2, T5PNP hydrolysis, p-nitrophenol absorbance 415 nm; O95551;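 active means inhibition above the mean of all tested compounds plus 3 SD, set per campaign, cut at about 25% in these data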;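 further: 0% = DMSO with enzyme and 100% = buffer with substrate but no TDP2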
#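 Read-out basis: percent inhibition. System: recombinant human TDP2. Buffer or medium: Mg2+-containing Tris-HCl buffer, pH 7.5. Repeats: single replicate. Timing: reaction 2 h, 37 °C. Benchmarks: high control without enzyme, low control DMSO plus TDP2. Probe or stimulus: 5 mM T5PNP. Doses: 12.8 µM only. Measured by: epi absorbance of p-nitrophenol freed from T5PNP by hydrolysis.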
# * = called active by the depositor; i = inactive. An excerpt. The share of hits here may be higher or lower than overall.
Structure	ARFGAP1 inh	ASAP1 GAP inh	LEDGF integ inh	Tn6 DDE FP	ADAM17 inh	PLCg1 inh	proKLK7 act	DDE Tn7 FP inh	ADAM10 inh	TDP2 absorb
NC(=O)c1cc(N2CC2)c([N+](=O)[O-])cc1[N+](=O)[O-]	2	-4	-1	2	-7	0	-0.2	0	0	-7
CNCC1(c2ccccc2)CCCC1	4	2	-2	1	-8	2	-0.1	6	-2	-4
Cc1c(CCC(=O)N2C[C@H]3C[C@@H](C2)c2cccc(=O)n2C3)c(=O)oc2c(C)c(O)ccc12	3	-8	0	-3	i	i	84*	3	i	7
COc1ccc(-c2ccc3c(c2)CN(C(=O)NC2CCCCC2)Cc2cnnn2-3)cc1	5	-8	-2	-5	-11	-33	-1.6	4	-40	9
CCCCC(=O)C1C(=O)NC(=O)NC1=O	8	-5	-6	2	-1	-3	0.3	1	0	-4
CC12CCC3C(CC=C4CC5(CCC43C)OCCO5)C1CCC2=O (stereo not given)	7	-1	3	5	0	8	0.6	-1	5	-12
CS(=O)(=O)c1ccc(C2=C(CNC(=O)c3cccnc3)[C@H]3CC[C@@H](C2)N3Cc2ccco2)cc1	9	5	1	-5	0	-2	0.1	-5	-7	2
O=C(CF)N(O)c1ccc(C=Cc2ccccc2)cc1	-4	2	24*	-2	0	-19	-0.2	-2	-16	1
CC(=O)c1c(C)n(Cc2ccccc2)c2ccc(O)cc12	-2	-15	-1	1	-4	-4	-0.5	6	4	-3
Cc1nn(Cc2ccccc2)c(C)c1C(=O)OCC(=O)Nc1ccccc1SCC#N	11	2	2	1	2	-8	-0.2	-8	4	6
c1ccc2c(c1)cc1ccc3cccc4ccc2c1c34	-2	-2	0	4	-28	-41	-0.2	8	-87	5
CN(C)c1ccc(C(=O)c2ccc(N(C)C)cc2)cc1	-2	4	1	-4	5	-40	0.5	-12	5	-17
c1ccc(CNC2CN3CCC2CC3)cc1 (stereo not given)	-14	0	-5	9	-6	-9	-0.8	-6	-20	-2
Nc1cccc(SC2CC(=O)N(c3ccc(Cl)cc3C(=O)c3ccccc3)C2=O)c1 (stereo not given)	-4	9	-3	-12	-3	3	0.9	3	8	-1
CC(=O)N(C1=NCCCS1)c1ccccc1F	2	-17	-1	-1	-4	1	-0.4	2	-5	8
C=CCC1(Cc2ccsc2)C(=O)NC(=O)NC1=O	-8	10	-1	7	-4	4	0.0	3	-2	7
COC12CCC3(CC1C(C)(O)C(C)(C)C)[C@H]1Cc4ccc(O)c5c4[C@@]3(CCN1CC1CC1)C2O5 (stereo not given in full)	7	-11	0	0	3	-1	-0.1	1	-2	-4
Cc1ccc(S(=O)(=O)CC(C)(O)C(=O)Nc2cccc(C(F)(F)F)c2)cc1 (stereo not given)	9	1	-1	0	4	2	-0.9	-4	1	-15
CC(Cc1ccccc1)NC(=O)Cc1ccc([N+](=O)[O-])cc1 (stereo not given)	-3	1	3	4	7	9.8*	0.4	2	10	-24
c1ccc(N2Cc3ccccc3-n3nncc3C2)nc1	-5	-4	4	-6	-2	-2	-0.2	-1	-19	-3
COc1ccc(CCN)cc1OC	-4	7	-1	1	-1	3	0.0	8	-14	10
Cc1ccc(C2=NC(C)(C)N3C2C3c2ccc([N+](=O)[O-])cc2)cc1 (stereo not given)	8	-6	0	4	-1	0	-0.3	4	5	4
CC(=O)c1cccc(OCC(O)CN2CC=C(c3ccccc3)CC2)c1 (stereo not given)	-8	2	3	1	-1	5	0.1	-5	-11	19
FC(F)(F)c1ccccc1N1CC1c1ccncc1 (stereo not given)	-13	-3	0	0	-3	2	-0.1	2	10	-3
Cc1ccccc1-n1c(O)c(/C=N/Nc2nc3c(c(=O)n(C)c(=O)n3C)n2C)c(=O)[nH]c1=S	26*	1	-2	3	-11	-28	-6.9	-1	-27	-2
COc1cc(C2SCC(=O)Nc3c2c(=O)[nH]n3C2CCCCCC2)cc(OC)c1OC (stereo not given)	-3	1	-1	1	-3	3	-0.2	4	-3	2
C=CCn1c(O)c(/C=N/N2CCOCC2)c(=O)[nH]c1=S	-8	-1	1	2	-4	-5	0.0	8	-2	9
Cc1cc(C(=O)OCC(=O)Nc2c(F)cccc2F)c(C)n1C1CC1	-2	11	-2	-2	-5	1	-0.1	8	-9	5
O=C(C[N+]12CCN(CC1)CC2)NCCc1ccc(Cl)cc1Cl	6	-16	5	-2	-2	4	-0.3	-3	-4	-3
C[C@H]1CN([C@@H](C)CO)C(=O)CCCn2nncc2CO[C@H]1CN(C)C(=O)Oc1ccc2ccccc2c1	10	15	3	0	4	1	-0.6	-3	-13	-7

# Ordered by molar mass (falling): three of the compounds above.
Structure	ARFGAP1 inh	ASAP1 GAP inh	LEDGF integ inh	Tn6 DDE FP	ADAM17 inh	PLCg1 inh	proKLK7 act	DDE Tn7 FP inh	ADAM10 inh	TDP2 absorb
Cc1cc(C(=O)OCC(=O)Nc2c(F)cccc2F)c(C)n1C1CC1	-2	11	-2	-2	-5	1	-0.1	8	-9	5
CC(Cc1ccccc1)NC(=O)Cc1ccc([N+](=O)[O-])cc1 (stereo not given)	-3	1	3	4	7	9.8*	0.4	2	10	-24
COc1ccc(CCN)cc1OC	-4	7	-1	1	-1	3	0.0	8	-14	10

# (listing goes on)
Structure	ARFGAP1 inh	ASAP1 GAP inh	LEDGF integ inh	Tn6 DDE FP	ADAM17 inh	PLCg1 inh	proKLK7 act	DDE Tn7 FP inh	ADAM10 inh	TDP2 absorb
Cn1cc(C(=O)NCc2ccccc2)c2ccccc21	3	4	-1	-5	-4	-2	0.0	8	4	4
COc1ccccc1OCCCn1cc(C(=O)c2ccco2)c2ccccc21	-2	-2	0	-6	-1	-24	-0.9	-2	2	-12
O=S(=O)(c1cccc2ccccc12)N1Cc2ccccc2-n2nncc2C1	3	-4	4	-6	1	0	0.7	0	5	9
C/C(=N\N1CCCCC1c1cccnc1)c1c(O)n(C2CCCCC2)c(=S)[nH]c1=O (stereo not given)	-3	-3	-2	-4	4	-1	0.2	-2	11	-13
CCCCOC(=O)c1ccccc1N	13	-8	-1	0	-6	-1	-3.8	0	-16	9
O=C(COc1ccc(Cl)cc1)N1CCN(Cc2ccccc2)CC1	2	-11	0	2	-2	-1	0.2	6	-1	3
CC12CCCCC1=[N+]([O-])CN2O (stereo not given)	4	6	2	-3	-3	2	-0.6	-4	0	6
O=C(CN1CCOCC1)c1ccc2cc[nH]c2c1	5	-10	-1	5	-41	-169	3.5	6	-202	-6
CN1C(=O)NC(=O)C(C)(C2=CCCCC2)C1=O (stereo not given)	5	-4	0	2	-1	2	-0.1	1	-8	-1
COC(=O)C1=C(c2ccc(OCc3ccccc3)cc2)C[C@@H]2CC[C@H]1N2C(=O)NCc1ccc([N+](=O)[O-])cc1	4	0	-1	3	0	5	0.7	-1	-3	0
CC[C@H](C)[C@@H]1NC(=O)CNC(=O)c2csc(n2)[C@H](C(C)(C)O)OC(=O)C(C)(C)[C@H](CCCC(C)(Cl)Cl)OC(=O)c2csc1n2	8	0	4	-1	3	-1	-0.4	-2	3	-2
CC(C)(C)n1nnnc1C(CCc1ccccc1)N1CCC(n2c(=O)[nH]c3ccccc32)CC1 (stereo not given)	0	17	-1	4	0	-2	0.4	4	4	11
CC(C)CN1CCN(Cc2c(F)cccc2Cl)CC1CCO (stereo not given)	6	1	2	-3	-3	1	0.2	-2	2	3
CN(C(=O)Oc1cccc2ccccc12)C1C=CCC1 (stereo not given)	1	-2	0	8	0	4	-3.6	-2	1	-14
CCN(CC)c1ccc(/C=C/[N+](=O)[O-])cc1	-1	-13	3	-9	2	-6	0.0	-8	4	12
CCc1ccc(/C=C(/C#N)C(N)=S)cc1	16	-4	-5	0	-1	-8	0.5	6	3	1
Clc1ccc(C(OCCN2CCCCC2)c2ccccc2)cc1 (stereo not given)	5	4	2	-5	-4	1	-0.8	1	2	-1
COC(=O)C1=C(c2ccc3ccccc3c2)C[C@@H]2CC[C@H]1N2C(=O)NCCO	-4	-4	0	5	-7	-3	0.3	3	-11	11
O=C(COC(=O)Cc1ccccc1)Nc1ncc(Cl)cc1Cl	4	2	-1	-1	1	3	-0.3	-2	3	-6
CCN(CC)S(=O)(=O)c1ccc(C)c(NCC(=O)Nc2ccc(C#N)c(Cl)c2)c1	13	11	-1	-6	2	-2	0.5	5	7	7
O=C(c1ccccc1F)N1CCC2(CC1)OCCO2	1	15	-6	7	-3	1	0.7	0	-3	-5
CCN(CC)CCCN=C(C)c1c(O)n(-c2ccc(C)cc2)c(=O)[nH]c1=O	-7	-7	0	9	-4	-2	-0.2	0	-4	6
CC1OC(NCCc2ccccc2)C(O)C(O)C1O (stereo not given)	-3	-5	1	3	-2	2	-0.1	-10	-1	-10
C1CCCN(C2CCNCC2)CC1	4	-1	-2	-3	1	3	0.5	-6	2	0
COc1ccc(Oc2cc(NC(=O)c3nn(C)cc3[N+](=O)[O-])cc([N+](=O)[O-])c2)cc1	17	0	-6	-3	7	2	0.6	-3	11	-3
C1=C(c2c[nH]c3ccccc23)CCN(Cc2ccccc2)C1	-11	0	-2	3	-7	-15	-0.5	3	-9	8
c1cncc(C2Nc3cccc4cccc(c34)N2)c1	-2	8	-3	5	-2	-12	0.3	-2	-3	1
CNc1cc(N2CCNCC2)ccc1[N+](=O)[O-]	-1	2	-2	3	-1	2	0.0	2	0	-3
Cc1cc(C)c(C(=O)CN2CCOCC2)c(C)c1	2	11	1	0	-3	2	0.7	-1	-6	5
Nc1ccc2cc(Br)ccc2c1	12	-1	2	-1	-6	-6	0.4	6	-12	5
COc1ccc(N2C(=O)NC(=O)/C(=C\c3cn(CC(=O)N4CCOCC4)c4ccccc34)C2=O)c(OC)c1	6	7	1	-4	2	-1	-0.3	7	-9	-5
COc1ccc(-n2c(O)c(C=NCc3ccc4c(c3)OCO4)c(=O)[nH]c2=O)cc1	5	-4	-1	2	-4	2	0.0	1	5	6
Cc1cc(OCc2ccc([N+](=O)[O-])cc2)c2c3c(c(=O)oc2c1)CCCC3	5	-10	4	-1	-2	2	-0.9	-5	2	-4
COc1ccc(C(=O)Nc2cccc(S(=O)(=O)NCc3ccco3)c2)cc1	-3	7	6	-3	8.7*	2	0.1	-7	11	-10
Cc1ccsc1C(=O)C1CCCN(Cc2cccn2-c2ccccn2)C1 (stereo not given)	2	2	-3	6	-7	-4	1.2	2	-7	-6
O=C(c1ccc(Cl)cc1)C1CCCN(Cc2ccc3ncccc3c2)C1 (stereo not given)	16	3	-4	-1	-5	0	-0.4	-4	-9	-7
